# Source: PubChem BioAssay (several laboratories)
# Mtb UGM inh = inhibitors of M. tuberculosis UDP-galactopyranose mutase. P9WIQ1. purified UGM, fluorescence polarization probe displacement. inhibition, % at 10 µM. 0.06% of 320,000 active; in the data active = inhibition above about 10%, passing the limit was not always enough
# Target sequence (P9WIQ1 whole entry, looked up): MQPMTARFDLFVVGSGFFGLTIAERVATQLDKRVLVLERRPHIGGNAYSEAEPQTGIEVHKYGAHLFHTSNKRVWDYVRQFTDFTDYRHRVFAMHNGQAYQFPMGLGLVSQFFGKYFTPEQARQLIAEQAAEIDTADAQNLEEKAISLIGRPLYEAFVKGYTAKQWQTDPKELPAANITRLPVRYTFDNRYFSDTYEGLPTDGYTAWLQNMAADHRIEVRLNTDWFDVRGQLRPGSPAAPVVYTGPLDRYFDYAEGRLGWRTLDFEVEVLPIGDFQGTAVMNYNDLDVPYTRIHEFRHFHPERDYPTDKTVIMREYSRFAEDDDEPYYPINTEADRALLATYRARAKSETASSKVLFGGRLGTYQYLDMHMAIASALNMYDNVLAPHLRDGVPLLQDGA
# SSB-PriA inh = K. pneumoniae PriA-SSBct interaction inhibition. AlphaScreen SSBct-PriA binding, biotinylated peptide. inhibition, % at 33 µM. 0.6% of 430,000 active. AID 1272365; in the data active = inhibition mostly above about 37%, no sharp cut-off; inactive = mostly below about 20%;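 also: plate controls were negative control peptide for no effect and reference peptide for full effect; strong numbers were not always called active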
# VHR inh abs = inhibitors of human VHR1 phosphatase (DUSP3) | inhibition, % at 13.3 µM | 0.52% of 290,000 active | recombinant VHR phosphatase, pNPP absorbance; in the data active = inhibition above about 50%; also: some compounds called inactive have numbers as strong as hits
# Target sequence (P51452 whole entry, looked up): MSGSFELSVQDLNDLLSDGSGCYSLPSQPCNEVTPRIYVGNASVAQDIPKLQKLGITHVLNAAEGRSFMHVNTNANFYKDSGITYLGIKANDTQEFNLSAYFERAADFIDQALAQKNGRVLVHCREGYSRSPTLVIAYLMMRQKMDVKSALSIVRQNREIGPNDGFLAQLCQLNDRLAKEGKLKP
# BioA inh = inhibitors of Mycobacterium tuberculosis BioA enzyme. AID 602481. 0.096% of 360,000 active. purified M. tuberculosis BioA enzyme, plate reader. inhibition, % at 9.99 µM; in the data active = inhibition above about 40%
# GDH-TPI inh = GDH-TPI coupled enzyme inhibition counter-screen | GDH-TPI coupled enzyme counterscreen, NADH absorbance | inhibition, % at 4.8 µM | 1.2% of 360,000 active; in the data active = inhibition above about 30%;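 also: 0% = DMSO wells and 100% = wells lacking the enzyme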
# Vc quorum ag = quorum light induction in luxS cqsA deficient V. cholerae; 0.16% of 350,000 active; AID 588436; V. cholerae BH1578 lux reporter, luminescence, 6 h; activation, % at 18.7 µM; in the data active = activation mostly above about 9.7%, no sharp cut-off; also: not every result past the cut was called active; inactives centre near 0; reference of the scale not given here
# MazF activator = MazEF (E. coli) toxin RNase activation | FAM/BHQ RNA-DNA oligo cleavage fluorescence, 5 h | activation, % at 20 µM | P0AE70 | 0.32% of 350,000 active | AID 504720; in the data active = activation above about 50%
# Target sequence (P0AE70 whole entry, looked up): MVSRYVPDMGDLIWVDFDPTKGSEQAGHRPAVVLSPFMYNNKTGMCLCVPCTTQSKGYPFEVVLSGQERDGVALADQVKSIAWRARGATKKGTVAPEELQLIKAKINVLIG
# FBA Mtb inh = inhibits M. tuberculosis FBA enzyme; P9WQA3; purified M. tuberculosis FBA, fluorescence read-out; inhibition, % at 1 µM; 2.3% of 360,000 active; AID 588726; in the data active = inhibition above about 27%;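 also: 0% = vehicle and 100% = reference inhibitor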
# Target sequence (P9WQA3 whole entry, looked up): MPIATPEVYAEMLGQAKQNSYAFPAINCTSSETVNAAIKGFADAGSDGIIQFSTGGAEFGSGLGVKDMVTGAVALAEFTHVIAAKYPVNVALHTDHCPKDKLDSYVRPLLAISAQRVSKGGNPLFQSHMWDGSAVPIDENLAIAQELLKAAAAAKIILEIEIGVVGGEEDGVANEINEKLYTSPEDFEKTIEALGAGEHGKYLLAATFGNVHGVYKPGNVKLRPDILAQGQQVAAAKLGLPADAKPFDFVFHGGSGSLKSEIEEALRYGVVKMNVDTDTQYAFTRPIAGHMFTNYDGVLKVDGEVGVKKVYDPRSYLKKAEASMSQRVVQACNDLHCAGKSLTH
# SARS 3CLpro inh = SARS-CoV 3CLpro protease inhibition; P0C6X7; recombinant SARS-CoV 3CLpro, quenched FRET peptide cleavage; inhibition, % at 6 µM; 0.14% of 290,000 active; AID 1706; in the data active = inhibition above about 12%
# Rv3671c inh = inhibitors of M. tuberculosis serine protease Rv3671c; P9WHR9; inhibition, % at 5.96 µM; 0.048% of 320,000 active; AID 2606; in the data active = inhibition above about 38%;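 also: extracellular domain of Rv3671c used as enzyme; 0% = enzyme with DMSO and 100% = no enzyme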
# An asterisk follows results filed as active; i = inactive; . = no result given; + = active, no number; & = joins results of further samples. The list is partial; count on the stated rates, not on these rows.
item	Compound	Mtb UGM inh	SSB-PriA inh	VHR inh abs	BioA inh	GDH-TPI inh	Vc quorum ag	MazF activator	FBA Mtb inh	SARS 3CLpro inh	Rv3671c inh
1	CCN(CC)c1nc(N)c(C#N)c(CC#N)c1C#N	0.2	5	.	1.1	25	i	-8	1	.	-17
2	COc1cccc(OC)c1OCCCN1CCOCC1	0.4	-13	29	.	0	i	7	1	-1	7
3	COc1ccccc1NC(=O)c1cc(=O)[nH]c2ccccc12	0.7	-3	-4	0.2	0	i	4	-1	3	-1
4	O=C1CC(N2CCSCC2)C(=O)N1c1cccc(Cl)c1 (centres undefined)	2.4	.	41	.	-1	i	-21	2	1	-5
5	COc1ccc(S(=O)(=O)N(C)C[C@H]2Oc3ccc(NC(=O)Nc4ccc(C(F)(F)F)cc4)cc3C(=O)N([C@H](C)CO)C[C@@H]2C)cc1	1.6	-7	.	-1.5&0.6	10	2.2	4	-1	.	-231
6	Cc1cc(Nc2ccccc2Cl)n2nnnc2n1	-0.4	-2	20	-0.3	-3	i	5	0	-1	1
7	CC12CS(=O)(=O)CC1SC(=S)N2Cc1ccccc1 (centres undefined)	0.0	-8	24	.	4	-0.5	2	1	1	10
8	C/C(=N\NC(=O)c1ccc(NS(=O)(=O)c2cccs2)cc1)c1cccs1	2.2	.	22	0.2	22	-0.4	2	0	2	3
9	Nc1nc(NCCOCCO)nc(NC2CCCCC2)c1[N+](=O)[O-]	-2.6	4	.	-0.3	26	i	-6	-3	-1	6
10	O=C(CSc1nnc2n(C3CCCC3)c(=O)c3ccccc3n12)N1CCCCCC1	4.5	-16	31	0.9	-4	i	-5	2	-2	4
11	COc1ccc(S(=O)(=O)NC2CC(=O)N(c3ccccc3)C2)cc1C (centres undefined)	6.0	-10	.	3.2	10	-0.4	7	4	.	-6
12	Cc1ccc(C(=O)COC(=O)CCNS(=O)(=O)c2ccccc2F)cc1	2.5	-8	.	-2.1	8	i	-3	0	.	5
13	Cc1ccc(CS(=O)(=O)c2cn(CC(=O)N3CCOCC3)c3ccccc23)cc1	-0.7	-18	-8	-0.6	-5	i	3	1	7	13
14	Cc1nc(C/C(=N\Nc2ccccc2)c2ccc(O)cc2O)cs1	-0.9	.	6	-3.5	9	-0.6	21	-4	3	0
15	COc1ccc(/C(O)=C2/C(=O)C(=O)N(c3ncccn3)C2c2ccc(OC)c(OC)c2)cc1 (centres undefined)	.	.	28	-0.5	14	-2.2	4	-1	-2	-1
16	CCN(CC)S(=O)(=O)c1ccc(N2CCOCC2)c(NC(=O)c2cc(=O)[nH]c3ccccc23)c1	-3.0	4	-6	0.2	-2	-0.5	2	-1	3	-8
17	O=C1OC(c2ccc(Cl)cc2)/C(=C(/O)c2ccccc2)C1=O (centres undefined)	1.2	.	24	-0.6	9	i	7	-1	-5	5
18	O=C(/C=C/c1ccccc1)NC(N1CCOCC1)C(Cl)(Cl)Cl (centres undefined)	-0.2	3	15	.	8	-0.3	2	7	-3	0
19	Cc1oc(C(C)(C)C)cc1C(=O)Nc1ccc2c(c1)OCO2	-0.1	-3	16	1.6	-8	0.5	9	1	-1	4
20	C(=N\Nc1nn2cnnc2c2ccccc12)/c1ccco1	0.5	.	-3	.	11	i	-30	1	-2	-6
21	COc1cc(/C=C2\SC(=Nc3ccccc3)N(Cc3ccco3)C2=O)ccc1OC(C)C(=O)O (centres undefined)	0.8	23	2	.	26	3.5	1	-1	4	-7
22	CCCNC(=S)N1CCC(C(=O)c2ccc3c(c2)OCCO3)CC1	4.2	-4	27	.	-6	-0.3	-1	0	5	0
23	CCN(CC)c1ccc(S(=O)(=O)N2CCOCC2)cc1NC(=O)c1cc(=O)c2ccccc2o1	2.0	2	15	.	-1	-0.4	5	3	0	3
24	Nc1nc(N)nc(COc2ccccc2)n1	0.7	2	-3	.	2	1.8	-28	2	-1	6
25	Cc1[nH]c2ccccc2c1C(=O)C(=O)N1CCN(c2ccccc2Cl)CC1	2.8	-27	4	-0.5	9	-0.3	4	-2	8	-10
26	COC(=O)c1n[nH]c2ccccc12	0.5	-11	22	-2.8	3	0.5	8	13	1	-1
27	CCN(CC(=O)Nc1sc2c(c1C#N)CCC(C)C2)CC(=O)NC1CCS(=O)(=O)C1 (centres undefined)	-2.4	1	-1	-0.4	10	-0.1	-7	3	0	1
28	COc1cc(OC)cc(C(=O)N[C@H](C(=O)OCn2nnc3ccccc3c2=O)C(C)C)c1	0.3	-1	17	-2.1	7	-3.3	5	2	5	2
29	CCOc1ccc(OCCNC(=O)c2cc(C3CC3)nc3c2cnn3C(C)C)cc1	.	-19	.	0.9	-3	i	-1	-5	.	.
30	Cc1cc(OCC(=O)N(C)C2CCCCC2)ccc1Cl	-3.6	-47&-22&-24	19	0.4	-3	i	6	-2	5	7

# Sorted by number of heavy atoms (high to low): part of the list above.
item	Compound	Mtb UGM inh	SSB-PriA inh	VHR inh abs	BioA inh	GDH-TPI inh	Vc quorum ag	MazF activator	FBA Mtb inh	SARS 3CLpro inh	Rv3671c inh
21	COc1cc(/C=C2\SC(=Nc3ccccc3)N(Cc3ccco3)C2=O)ccc1OC(C)C(=O)O (centres undefined)	0.8	23	2	.	26	3.5	1	-1	4	-7
15	COc1ccc(/C(O)=C2/C(=O)C(=O)N(c3ncccn3)C2c2ccc(OC)c(OC)c2)cc1 (centres undefined)	.	.	28	-0.5	14	-2.2	4	-1	-2	-1
28	COc1cc(OC)cc(C(=O)N[C@H](C(=O)OCn2nnc3ccccc3c2=O)C(C)C)c1	0.3	-1	17	-2.1	7	-3.3	5	2	5	2
27	CCN(CC(=O)Nc1sc2c(c1C#N)CCC(C)C2)CC(=O)NC1CCS(=O)(=O)C1 (centres undefined)	-2.4	1	-1	-0.4	10	-0.1	-7	3	0	1
13	Cc1ccc(CS(=O)(=O)c2cn(CC(=O)N3CCOCC3)c3ccccc23)cc1	-0.7	-18	-8	-0.6	-5	i	3	1	7	13
12	Cc1ccc(C(=O)COC(=O)CCNS(=O)(=O)c2ccccc2F)cc1	2.5	-8	.	-2.1	8	i	-3	0	.	5
9	Nc1nc(NCCOCCO)nc(NC2CCCCC2)c1[N+](=O)[O-]	-2.6	4	.	-0.3	26	i	-6	-3	-1	6
3	COc1ccccc1NC(=O)c1cc(=O)[nH]c2ccccc12	0.7	-3	-4	0.2	0	i	4	-1	3	-1
4	O=C1CC(N2CCSCC2)C(=O)N1c1cccc(Cl)c1 (centres undefined)	2.4	.	41	.	-1	i	-21	2	1	-5
7	CC12CS(=O)(=O)CC1SC(=S)N2Cc1ccccc1 (centres undefined)	0.0	-8	24	.	4	-0.5	2	1	1	10
6	Cc1cc(Nc2ccccc2Cl)n2nnnc2n1	-0.4	-2	20	-0.3	-3	i	5	0	-1	1
24	Nc1nc(N)nc(COc2ccccc2)n1	0.7	2	-3	.	2	1.8	-28	2	-1	6

# (cont.)
item	Compound	Mtb UGM inh	SSB-PriA inh	VHR inh abs	BioA inh	GDH-TPI inh	Vc quorum ag	MazF activator	FBA Mtb inh	SARS 3CLpro inh	Rv3671c inh
31	Cc1cc(F)cc(-c2cc(C(=O)NCc3cccc(Cl)c3)[nH]n2)c1	.	.	.	-5.2	19	-0.4	.	3	.	.
32	CCOc1ccc(S(=O)(=O)Nc2nc3ccc(OC)cc3s2)cc1	-0.6	-10	5	-1.0	3	-0.7	9	0	3	-2
33	CSc1nc(NCc2ccco2)c2c3c(sc2n1)CN(C)CC3	-0.2	.	16	.	.	.	.	.	-1	-2
34	CC(=O)N1c2c(cc(Br)cc2S(=O)(=O)Nc2c(C)n(C)n(-c3ccccc3)c2=O)CC1C (centres undefined)	0.4	2	12	.	-15	-1.2	0	-2	-1	-1
35	O=C(CCn1nnc2ccccc2c1=O)NCC1CCC(C(=O)O)CC1 (centres undefined)	-0.3	-9	1	1.7	-5	5.6	2	0	1	0
36	COc1cc(OC)nc(NC(=O)CSc2nc3ccccc3o2)n1	-1.1	-3	21	-1.5	15	-1.8	-1	-1	0	-9
37	CCN1C[C@@H]2[C@@H]3C(=O)N(C)C(=O)[C@@H]3[C@](C)(C1=O)N2C(=O)c1ccc(Cl)c(Cl)c1	.	-3	.	0.7	1	i	-2	3	.	.
38	CCN(Cc1cccs1)C(=O)c1cccc(S(=O)(=O)N2CCN(C)CC2)c1	-1.2	-2	.	-0.2	5	-2.5	-11	3	.	-2
39	CCC(C)NC(=O)Cn1cnc([N+](=O)[O-])c1 (centres undefined)	-1.3	-18	3	.	8	-0.2	3	-1	4	-3
40	O=c1[nH]c(-c2ccccn2)cc2ccccc12	1.4	-13	-14	.	20	-0.3	-1	121*	1	-12
41	CCC(=O)N(C)CCc1cc2c(c(OC)c1/C=N/Nc1ccc(C(=O)O)cc1)OCO2	2.8	i	-15	.	51*	-0.4	9	-2	2	-6
42	CCOc1ccc(NC(=O)C2=C(C)NC(=S)NC2c2ccc(O)c(OC)c2)cc1 (centres undefined)	1.9	-5	-5	4.3	6	-0.2	0	-6	0	0
43	O=C(NCc1ccccc1)c1cc2ccc(O)cc2oc1=O	-1.2	-5	1	-0.6	0	-1.7	-5	+	7	-7
44	COC(=O)COc1ccc(C(=O)Cn2c(NCCCO)nc3ccccc32)cc1	-0.1	-11	.	2.7	-6	-0.6	-1	2	.	2
45	CN1CCN(c2ncnc3c2cnn3C)CC1	1.8	-4	40	2.6	6	-0.4	0	-1	-3	4
46	CS(=O)(=O)c1ccc(-c2nnn(CC(=O)N3CCCCC3)n2)cc1	-2.4	-4	11	-0.6	10	-1.7	12	1	-1	1
47	Cc1ccccc1CN1CCc2cc([N+](=O)[O-])ccc21	-0.9	-4	-12	.	-3	0.3	-25	0	7	2
48	CC(=O)Nc1ccc(S(=O)(=O)N[C@@H](C)C(=O)OCc2cc([N+](=O)[O-])cc3c2OCOC3)cc1	-1.3	-6	13	1.9	4	-0.2	6	3	0	0
49	CC(=O)/C(C#N)=C1\NC(=O)C(Cc2ccccc2)S1 (centres undefined)	1.5	-11	16	-0.8	19	0.5	2	3	1	0
50	Cc1ccccc1C(=O)N1CCC(C(N)=O)CC1	1.7	-7	-6	0.4	4	i	4	-1	-6	1
51	O=C(/C=C/c1ccc(Cl)cc1)Nn1c(-c2cccs2)nc2ccccc2c1=O	-0.9	-6	26	.	6	-1.0	-1	0	-6	-13
52	COc1ccc(OCCNC(=O)C2(C)CCN2Cc2ccc(SC)cc2)cc1 (centres undefined)	.	.	.	-0.7	0	-0.8	.	-1	.	.
53	O=C(CNc1ccccc1)N/N=C/c1ccc([N+](=O)[O-])o1	0.0	.	9	-1.0	23	i	-7	-2	3	0
54	Cc1ccc(C)c(NC(=O)c2cc(S(=O)(=O)N3CCCCC3)ccc2N2CCOCC2)c1	-1.9	-1	.	3.1	15	-4.0	-2	-3	.	-2
55	Cc1nc2c(C)cccn2c1C(=O)N/N=C/c1ccccc1[N+](=O)[O-]	-1.0	i	37	.	4	-0.5	8	2	0	3
56	CCN1CCN(c2nn3c(=O)c4ccccc4nc3c3ccccc23)CC1	-1.4	-19	44	0.3	22	-0.4	14	3	-3	-2
57	COc1ccc(CCNC(=O)CS(=O)Cc2nc(-c3ccccc3F)oc2C)cc1OC (centres undefined)	-0.2	2	46	.	-1	-4.2	8	2	-2	-2
58	Cc1ccc(C(C)C)c(OCCNC(=O)c2cncc(Br)c2)c1	1.9	-22	34	1.9	1	i	-2	-1	9	-4
59	O=C(NCc1ccccc1F)C(=O)NCC1CCCN1S(=O)(=O)c1cccs1 (centres undefined)	-0.5	-4	.	-1.9	4	i	-8	2	.	-5
60	Cc1cc(C)c(S(=O)(=O)NCc2csc(C)n2)c(C)c1	5.0	-3	-3	-0.4	-6	i	9	1	3	.
61	CC(C)CCNc1nc(N)c([N+](=O)[O-])c(NC2CCCCC2)n1	-0.5	-8	-7	-3.0	-8	i	5	-1	4	-5
